Compound activity (PubChem BioAssay)
BAP1 inh = inhibitors of BAP1 deubiquitinase, primary screen, biochemical, Ub-AMC fluorescence, kinetic. Ubiquitin carboxyl-terminal hydrolase BAP1 (Homo sapiens), Q92560. recombinant BAP1, Ub-AMC hydrolysis fluorescence kinetic; stronger effect = lower value. activity remaining (% of control), % at 20 µM. hit rate 0.48% among 72,000. AID 436, 2006;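 active means activity remaining at or below 50% of control, provided the compound also passes the data quality filters; inactive means the rest, including low values that fail the filters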;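 further: 100% = DMSO wells rate and 0% = substrate alone blank rate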
Target sequence (Q92560 whole entry, looked up): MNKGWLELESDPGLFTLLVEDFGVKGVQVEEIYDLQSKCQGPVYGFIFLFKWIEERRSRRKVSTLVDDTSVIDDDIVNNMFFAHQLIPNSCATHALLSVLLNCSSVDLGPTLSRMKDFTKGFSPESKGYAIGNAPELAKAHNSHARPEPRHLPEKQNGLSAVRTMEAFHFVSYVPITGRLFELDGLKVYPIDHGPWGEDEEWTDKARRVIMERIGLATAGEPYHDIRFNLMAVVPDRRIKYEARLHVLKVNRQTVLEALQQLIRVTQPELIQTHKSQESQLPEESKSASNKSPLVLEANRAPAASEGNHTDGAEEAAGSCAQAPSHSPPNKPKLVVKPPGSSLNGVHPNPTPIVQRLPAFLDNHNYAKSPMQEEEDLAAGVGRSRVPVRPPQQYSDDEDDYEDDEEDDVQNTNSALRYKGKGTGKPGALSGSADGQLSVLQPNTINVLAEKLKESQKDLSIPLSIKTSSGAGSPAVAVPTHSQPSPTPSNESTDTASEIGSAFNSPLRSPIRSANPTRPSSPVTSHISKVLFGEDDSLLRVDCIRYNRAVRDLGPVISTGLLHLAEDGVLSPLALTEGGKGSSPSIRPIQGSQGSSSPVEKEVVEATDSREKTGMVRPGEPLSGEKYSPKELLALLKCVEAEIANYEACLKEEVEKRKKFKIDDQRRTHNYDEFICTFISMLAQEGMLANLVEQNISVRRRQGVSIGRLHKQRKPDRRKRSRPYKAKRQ
HePTP inhibitor = inhibitors of human HePTP phosphatase, primary screen, biochemical, absorbance, leukemia target. hit rate 0.64% among 110,000. recombinant HePTP phosphatase activity, OD absorbance. inhibition, % at 20 µM; in the data active means inhibition above about 50%;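 further: plate controls were vehicle for no effect and reference inhibitor for full effect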
Target sequence (P35236 whole entry, looked up): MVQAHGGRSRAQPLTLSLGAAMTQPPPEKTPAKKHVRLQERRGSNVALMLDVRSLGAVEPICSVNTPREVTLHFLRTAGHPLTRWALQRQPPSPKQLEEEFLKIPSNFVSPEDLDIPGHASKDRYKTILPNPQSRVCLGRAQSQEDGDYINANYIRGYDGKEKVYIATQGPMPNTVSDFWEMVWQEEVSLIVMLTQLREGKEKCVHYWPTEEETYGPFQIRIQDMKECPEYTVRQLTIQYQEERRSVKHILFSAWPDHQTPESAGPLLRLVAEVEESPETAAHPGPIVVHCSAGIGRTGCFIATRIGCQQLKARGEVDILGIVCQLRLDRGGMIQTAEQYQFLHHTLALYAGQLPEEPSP
The depositor's hits bear a star; / = no result given; & = joins results of further samples.

SMILES	BAP1 inh	HePTP inhibitor
CCOc1ccc2c(=O)c(Oc3ccccc3)c(C(F)(F)F)oc2c1	172	/
CCN(CC)CCCNC(=O)c1cc(-c2ccc(Cl)cc2)on1	109	-2
CC(=O)Nc1ccc(-c2cn3cccnc3n2)cc1	/	5
CCOC(=O)N1CCN(S(=O)(=O)c2cccc3nonc23)CC1	/	0
CC1CCCCN1C(=O)C12CCC(C)(C(=O)C1)C2(C)C (configuration not stated)	99	-11
CC(=O)c1c(N)c(C#N)c(C)n1-c1ccc(Br)cc1	99	3
O=c1oc2ccccc2cc1-c1cn2cccnc2n1	72	-10
O=S(=O)(Nc1ccc(O)c(Br)c1)c1ccc(F)cc1	/	10
O=C(c1ccc(F)cc1)N1CCC(N2CCCCCC2)CC1	112	6
Cc1nc2ncnn2c(C)c1CCC(=O)N1CCc2ccccc2C1	97	4
Cc1ccc(SCC(=O)Nc2ccccc2Br)cc1	/	8
Cc1ccc(S(=O)(=O)N=C2C=C(C(C)C)C(=O)C(C(C)C)=C2)cc1	/	-3

Full records as entered above. Order of screens: BAP1 inh | HePTP inhibitor
CCN(CC)CCCNC(=O)c1cc(-c2ccc(Cl)cc2)on1 in the list: 109 | -2
CCOC(=O)N1CCN(S(=O)(=O)c2cccc3nonc23)CC1 in the list: / | 0
O=c1oc2ccccc2cc1-c1cn2cccnc2n1 in the list: 72 | -10
CC1CCCCN1C(=O)C12CCC(C)(C(=O)C1)C2(C)C (configuration not stated) in the list: 99 | -11
Cc1nc2ncnn2c(C)c1CCC(=O)N1CCc2ccccc2C1 in the list: 97 | 4

New compounds follow
SMILES	BAP1 inh	HePTP inhibitor
CCN(CC)c1ccc(/C=C2/SC(=S)N(CN3CCCCC3)C2=O)cc1	/	7
O=C(NN1C(=O)/C(=C/c2ccc(Cl)cc2Cl)SC1=S)c1ccccc1Cl	/	1
Cc1ccc(OCC(=O)N2CCC(C(N)=O)CC2)c(Br)c1	/	-6
COC(=O)C1=C(C)NC(C)=C(C(=O)OC)C1c1ccc(OC(=O)c2ccco2)cc1	102	6
Cc1cc(CC(C)C)n(-c2nc3ccccc3c(=O)n2OCC(=O)N(C)C)n1	100	0
COc1ccc(C2C(C#N)=C(N)SC(N)=C2C#N)c(OC)c1	/	-7
Cc1ccc(NC(=O)CN(c2ccc(F)cc2)S(=O)(=O)c2ccccc2)cc1C	/	10
COc1ccc(C2CC(c3ccccc3Cl)Nc3ncnn32)cc1OC (configuration not stated)	103	1
COc1ccc(CNC(=O)COc2ccc(OC)cc2)cc1	/	-5
COC(=O)c1ccccc1NC(=O)COc1ccc(Cl)c(C)c1	/	-3
O=S(NCc1ccccc1)C12CC3CC(CC(C3)C1)C2 (configuration not stated)	141	9
O=C1NC(=O)N(c2ccc(Cl)cc2)C(=O)/C1=C/c1ccc(N2CCOCC2)o1	/	8
COc1cccc(C(=O)NNC(N)=O)c1	/	-5
Cc1cc(C)c(N2C(=NC(=O)CCCC(=O)O)SC3CS(=O)(=O)CC32)c(C)c1 (configuration not stated)	86	7
O=C(c1ccccc1I)N1CCN(c2ccccc2)CC1	/	5
O=C(O)CSc1nc2c(c(=O)[nH]1)CCCC2	91	3
Cc1ccc(OCCNC(=O)CCc2ccccc2)cc1	/	-15
Cc1ccccc1-c1nnc2s/c(=C\c3ccc(N(C)C)cc3)c(=O)n12	70	7
COc1ccccc1Cc1noc(/C=C/c2ccccc2)n1	/	4
CNc1ccc([N+](=O)[O-])cc1-n1cnc(-c2ccc([N+](=O)[O-])cc2)c1	/	5
O=C(NC1CCCCCC1)c1cc2n(n1)C(C(F)(F)F)CC(c1ccco1)N2 (configuration not stated)	94	3
Cc1cc(C)c(C)c(OCc2nc(-c3cccnc3)no2)c1	95	5
COc1ccc(CN2C(=O)C3C(c4ccc(C)cc4)OC4(C(=O)c5ccccc5C4=O)C3C2=O)cc1 (configuration not stated)	50	/
Cc1n[nH]c(C)c1Sc1ccccc1N=Cc1ccccc1O	/	6
CN1C(=O)NC(=O)/C(=C/c2cn(Cc3ccccc3)c3ccccc23)C1=O	/	4
Cc1onc(-c2ccccc2)c1C(=O)NCCNc1c(Cl)cccc1[N+](=O)[O-]	/	-24
COc1ccccc1N(CC(=O)NCCOc1ccc(Cl)cc1)S(=O)(=O)c1ccccc1	/	11
COc1ccc(OC)c(C(=O)c2ccc(C(=O)NCc3ccccc3)cc2)c1	/	6
O=C(c1ccccc1)N1N=C2CCCCCC2C1(O)C(F)(F)F (configuration not stated)	/	1
c1ccc(-n2ncc3c(NC4CCCCCC4)ncnc32)cc1	98	9
CCc1ccccc1N(CC(=O)Nc1ccc(C)c(C)c1)S(C)(=O)=O	/	-4
C=CCOc1c(Br)cc(/C=C2\C(=O)NC(=O)N(c3ccccc3)C2=O)cc1OC	/	7
COc1ccc(NC(=O)C(=O)NCCc2ccc(OC)c(OC)c2)cc1Cl	/	-10
CCN(CC)c1nc2ccccc2n2cnnc12	76	2
O=C(Nc1ccc([N+](=O)[O-])cc1)C1CC(=O)N(c2ccc(Cl)cc2)C1 (configuration not stated)	/	8
Cc1n[nH]c(C)c1Sc1ccccc1N=Cc1cc(Br)ccc1O	/	-13
Cc1ccc(Nc2nc(CSc3nnnn3-c3ccccc3)cc(=O)[nH]2)cc1	/	16
Cc1nccn1-c1c2c(c(C#N)c3nc4ccccc4n13)CCC2	85&126	8
Cc1cc(C)cc(OCc2ccc(C(=O)O)o2)c1	56	7
CCOC(=O)N1CCC(NC(=O)C2CCN(Cc3nc(-c4ccc(CC)cc4)oc3C)CC2)CC1	93	0
COc1ccc(N(CN2C(=O)c3ccccc3C2=O)C(=O)C(C)C)cc1	98	7
CC1C(c2ccc(Cl)cc2)NC(c2ccc(Cl)cc2)C(C)C1O (configuration not stated)	/	-4
C#Cc1ccc(C(=O)Nc2cc(C(N)=O)ccc2N2CCOCC2)cc1	76	10
O=C(COC(=O)c1cccnc1Nc1cccc(C(F)(F)F)c1)NCCN1C(=O)CSC1=O	80	3
CCN(CC)CCNC(=O)c1ccccc1N	66	4
CC(C)(C)c1ccc(CC2CC2(Cl)Cl)c([N+](=O)[O-])c1 (configuration not stated)	/	1
Cc1nc(N2CCN(Cc3ccccc3)CC2)nc2c1C(=O)CC(C)C2 (configuration not stated)	104	8
COc1cc(-c2nnc3n2N=C(c2ccccc2)CS3)cc(OC)c1OC	85	2
CCCSc1nc2c(cnn2-c2ccccc2)c(=O)[nH]1	78	-3
CCCCNC(=O)CC1N=C2c3ccccc3N=C(SCC(=O)Nc3ccccc3C)N2C1=O (configuration not stated)	/	3
CN(Cc1nc2ccccc2n1C)S(=O)(=O)c1ccc(Cl)cc1	67	5
Cc1ccnc(NS(=O)(=O)c2ccc(N3C(=O)c4ccccc4C3=O)cc2)n1	/	4
COc1ccc(C2CC(=O)C3=C(C2)Nc2ccccc2NC3c2cccc(F)c2)cc1 (configuration not stated)	/	-4
COC(=O)c1cc(-c2ccc(OC)cc2)nc2ccc(Br)cc12	/	4
Cc1cc(Cl)ccc1NC(=O)c1cccc(I)c1	/	-10
Cc1cc(C)c2nc3s/c(=C/c4cccn4-c4ccc([N+](=O)[O-])cc4)c(=O)n3c2c1	/	85*
CC1=NNC(=O)C1CC(=O)N/N=C/c1cccc([N+](=O)[O-])c1 (configuration not stated)	/	11
Cc1cc(C)cc(N(C(C)C(=O)N2CCCCC2)S(C)(=O)=O)c1 (configuration not stated)	92	4
O=C(Nc1ccc2c(c1)OCO2)C1CC(c2c(F)cccc2Cl)=NO1 (configuration not stated)	128	10
CCCCOC(=O)Cn1c(=N)n(CCN2CCOCC2)c2ccccc21	102	2&10
Continued.
SMILES	BAP1 inh	HePTP inhibitor
Cc1cc(C)nc(NS(=O)(=O)c2ccc(NC(=O)CCCN3C(=O)c4ccccc4C3=O)cc2)n1	96	1
Nn1c(SCc2nc3ccccc3[nH]2)nnc1C1CCCCC1	104	3
O=C(CSc1nnc(CNC(=O)c2cccs2)o1)c1ccccc1	103	-1
CC(=O)Oc1ccccc1C1OC(=O)c2ccccc2N1C(C)=O (configuration not stated)	140	7
COc1ccc(-n2c(O)c(C=NC3CC3)c(=O)[nH]c2=O)cc1	107	5
COc1ccc(CCC(=O)Nc2cc([N+](=O)[O-])ccc2C)cc1	/	-2
COc1ccc(CCCc2nnc(SCC(=O)Nc3cc(C)c(C)cc3Br)o2)cc1	64	3
COc1cccc(OC)c1C(=O)N1CCN(Cc2ccccc2C)CC1	98	7
O=c1c2[nH]c3ccc(F)cc3c2ncn1CCN1CCN(Cc2ccccc2)CC1	106	4
CCOc1cc(C)nc(N2CCN(C3CCCCC3)CC2)n1	97	6
Cc1cccn2c(=O)c3cc(C#N)c(=NC(=O)c4ccccc4)n(Cc4ccco4)c3nc12	/	7
O=C(Nc1cccc(-c2nc3ccccc3[nH]2)c1)c1ccc2c(c1)OCCO2	/	10

The list goes on, starting with the last three of the part before.
SMILES	BAP1 inh	HePTP inhibitor
CCOc1cc(C)nc(N2CCN(C3CCCCC3)CC2)n1	97	6
Cc1cccn2c(=O)c3cc(C#N)c(=NC(=O)c4ccccc4)n(Cc4ccco4)c3nc12	/	7
O=C(Nc1cccc(-c2nc3ccccc3[nH]2)c1)c1ccc2c(c1)OCCO2	/	10
O=C(Nc1ccc(I)cc1)c1ccc(S(=O)(=O)N2CCCC2)cc1	/	2
COc1cc(C(=O)N(C)Cc2ccccc2)c([N+](=O)[O-])cc1OC	/	-9
COc1ccc(OC)c(/C=N/N=C2\NC(=O)C(C)S2)c1 (configuration not stated)	/	-15
COc1ccc(-n2c(SC)nc(O)cc2=O)cc1	91	-10
COc1ccc(OC)c(CN2CCN(S(C)(=O)=O)CC2)c1	/	1
CCN(CC)CCNC(=O)CCn1c(=S)[nH]c2cc3c(cc2c1=O)OCO3	89	4
O=c1/c(=C/c2ccco2)sc2nnc(-c3ccccc3)n12	/	-3
Cc1cc(/C=N/NC(N)=S)c(C)n1-c1ccc(F)cc1	/	-3
COc1ccc(/C=C2/SC(NC(C)=O)=NC2=O)c(OC)c1	/	-8
CN(C)c1ccc(/C=N/N2CCN(c3ccccn3)CC2)cc1	/	8
O=C(Cc1ccc(Cl)cc1)c1ccc2c(c1)OCCO2	/	-1
N#CC1=C(N)Oc2n[nH]c(-c3cccs3)c2C1c1cccnc1 (configuration not stated)	90	-1

3 entries from above, arranged by heavy-atom count, rising:
SMILES	BAP1 inh	HePTP inhibitor
Cc1cc(C)cc(OCc2ccc(C(=O)O)o2)c1	56	7
CC(=O)Nc1ccc(-c2cn3cccnc3n2)cc1	/	5
CCCCNC(=O)CC1N=C2c3ccccc3N=C(SCC(=O)Nc3ccccc3C)N2C1=O (configuration not stated)	/	3

The list goes on.
SMILES	BAP1 inh	HePTP inhibitor
Cc1ccc2nc3c(cc(C#N)c(=O)n3-c3nccs3)c(=O)n2c1	117	8
CC(Nc1cc(N2CCN(C)CC2)ccc1[N+](=O)[O-])c1ccc(Br)cc1 (configuration not stated)	/	10
Cc1cc(Cl)c(S(=O)(=O)NC2CCCCC2)cc1OCC(=O)Nc1nncs1	81	2
CCOc1ccc(NC(=O)C2=C(C)NC(=O)NC2c2ccc(Cl)cc2Cl)cc1 (configuration not stated)	/	0
O=C(NCCN1CCOCC1)c1cc(=O)[nH]c2ccc(Br)cc12	112	4
CCc1c(C(=O)Nc2ccc(OC)cc2)[nH]c(C)c1C(C)=O	106	1
COc1cccc(/C=N/n2c(CO)nc3ccccc32)c1OC	86	-3
COc1ccc(CCn2c(=N)c(C#N)cc3c(=O)n4ccccc4nc32)cc1	56	13
CC(=O)N1CCCc2cc(S(=O)(=O)N(C)Cc3ccccc3)ccc21	103	4
COc1ccc(C2C(C(=O)OC(C)C)=C(C)NC3=C2C(=O)CC(c2ccccc2)C3)cc1OC (configuration not stated)	88	/
O=C1NC(=S)N/C1=C\c1ccccc1	/	-5
COc1cc2c(cc1OC)C(c1ccccc1O)N(C1CC(=O)N(c3ccccc3)C1=O)CC2 (configuration not stated)	102	11
CCC1=NN2C(=N)/C(=C/c3ccc(OCCOc4cccc(OC)c4)cc3)C(=O)N=C2S1	/	-11
CC1Cc2ccccc2N1C(=O)C1CCCN(S(=O)(=O)c2cccc3cccnc23)C1 (configuration not stated)	90	0
O=C(Nc1ccc(O)c(-c2nc3ccccc3o2)c1)c1ccccc1F	53	/
Cc1cc2c(=O)n(Cc3ccco3)c(SCC(=O)NCc3ccco3)nc2s1	117	8
c1ccc(-c2nnc(-c3ccccn3)nn2)nc1	/	1
COC(=O)c1ccc(C(=O)OC)c(NC(=O)c2oc(C)nc2C)c1	57	4
COC(=O)/C=C(\C)NCCN/C(C)=C/C(=O)OC	/	105*
C=CCOc1c(Br)cc(/C=C2/C(=O)NC(=O)N(c3ccccc3F)C2=O)cc1OCC	/	7
O=C(OCc1ccccc1Cl)c1ccc(-n2cnnc2)cc1	165	-6
CCCOC(=O)c1ccc(NC(=O)COc2ccc(CC)cc2)cc1	/	-10
O=C(NCCN1CCCCCC1)C1CCN(S(=O)(=O)N2CCOCC2)CC1	110	-2
Cc1c(NC(=S)NC(=O)c2ccc(Cl)cc2)cccc1-c1nc2ncccc2o1	/	-13
COc1ccc(NC(=O)C2CC(=O)N(c3ccc(F)cc3)C2)c(OC)c1 (configuration not stated)	/	-2
CCOC(=O)c1ccccc1NC(=O)c1c(O)c2ccccc2n(CC)c1=O	347	2
O=C(Nc1nnc(-c2cccs2)o1)c1cccc(C(F)(F)F)c1	89	4
COc1ccc(CCNS(=O)(=O)c2cccc3nsnc23)cc1OC	109	4
CC1(C)NC(=O)N(CNc2cc(Cl)ccc2Cl)C1=O	74	4
CCc1ccccc1NC(=O)c1c(NC(=O)C(C)(C)C)sc2c1CCCC2	848	/
COc1cc2c(=O)nc3n(c2cc1OC)C(c1ccccc1)N=C(N)N3 (configuration not stated)	/	9
CCC(C(=O)NC1CCCC1)N(C(=O)c1snc(C(N)=O)c1N)c1ccc2c(c1)OCCO2 (configuration not stated)	/	4
COc1ccc(N=C2NC(=O)/C(=C/c3ccc(Cl)cc3)S2)cc1	/	-4
